Bioassay records from PubChem BioAssay.
FAS TE block: inhibitors of human fatty acid synthase thioesterase domain. P49327. 0.67% of 360,000 active. AID 602261. inhibition, % at 15 µM. recombinant FAS-TE, OMFH fluorogenic substrate, fluorescence endpoint;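 active means compounds whose normalised, plate-corrected inhibition of enzyme fluorescence in the single-dose primary screen is 50% or more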;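 further: 0% = DMSO with enzyme and 100% = substrate without enzyme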
CSN inh: inhibitors of human CSN-mediated cullin deneddylation; Q92905; Purified CSN, SCF-Nedd8-OG deneddylation, fluorescence polarization; inhibition, % at 12.5 µM; 0.38% of 360,000 active;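 active means pattern-corrected inhibition above about 35%, with an unprinted fluorescence ratio check between 0.5 and 1.5, limit read from the data, passing the limit was not always enough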;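 further: 0% = enzyme with substrate and 100% = substrate without enzyme; some results filed as inactive read as strong as hits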
Target sequence (Q92905 whole entry, looked up, one chain of several): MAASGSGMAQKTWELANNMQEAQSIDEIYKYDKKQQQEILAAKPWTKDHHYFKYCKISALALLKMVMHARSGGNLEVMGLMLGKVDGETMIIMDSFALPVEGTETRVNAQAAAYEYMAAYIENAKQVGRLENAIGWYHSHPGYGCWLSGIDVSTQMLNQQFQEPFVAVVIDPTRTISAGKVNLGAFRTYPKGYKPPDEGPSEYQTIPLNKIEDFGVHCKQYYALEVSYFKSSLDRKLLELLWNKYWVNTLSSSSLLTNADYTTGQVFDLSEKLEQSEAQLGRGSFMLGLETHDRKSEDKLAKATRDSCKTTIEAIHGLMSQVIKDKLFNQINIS
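test system = HEK293T-derived human Csn5 enzyme | amount = 0.24 nM Csn5 enzyme, final concentration | medium = Tris/NaCl/DTT buffer, pH 7.5 | schedule = 90 min reaction at room temperature | signal = FP | evaluation = inhibition of Csn5 cleavage, % | compound dosing = single dose of 12.5 µM compound with 0.25% DMSO | probe or stimulus = 10 nM SCFSkp2-Nedd8OG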
Rpn11 inh: Rpn11 (human) deubiquitinase inhibition | 0.59% of 360,000 active | human 26S proteasome, Ub4-pepOG fluorescence polarization; 20S core pre-blocked with epoxomicin | O00487 | calls only at 20 µM;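 active means inhibition at 20 µM, scaled to each plate's controls, above about 33%, limit read from the data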
Target sequence (O00487 whole entry, looked up): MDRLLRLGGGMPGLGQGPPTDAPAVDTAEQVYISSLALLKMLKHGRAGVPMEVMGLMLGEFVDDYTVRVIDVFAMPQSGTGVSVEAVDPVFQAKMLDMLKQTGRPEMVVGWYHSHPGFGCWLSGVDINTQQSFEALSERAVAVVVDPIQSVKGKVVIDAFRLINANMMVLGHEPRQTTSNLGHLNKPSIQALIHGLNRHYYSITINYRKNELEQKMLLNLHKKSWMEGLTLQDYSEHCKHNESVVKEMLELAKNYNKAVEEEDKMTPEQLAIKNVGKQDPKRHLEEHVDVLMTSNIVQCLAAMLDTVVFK
Rin1-Abl PPI inh: inhibitors of human Rin1-Abl protein interaction; TR-FRET Rin1/Abl binding, biochemical; inhibition, % at 7.35 µM; 0.4% of 360,000 active; AID 588664; in the data active means inhibition above about 5%, passing the limit was not always enough
MsrA inh: inhibits bovine methionine sulfoxide reductase A. inhibition, % at 15.5 µM. 0.75% of 360,000 active. purified bovine MsrA, absorbance read-out. AID 651718; in the data active means inhibition above about 4.5%;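 further: 0% = vehicle wells with enzyme and 100% = reference inhibitor wells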
MsrA act: activates bovine MsrA enzyme | activation, % at 10.6 µM | purified bovine MsrA, absorbance read-out | 0.3% of 360,000 active; in the data active means activation above about 7.5%;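 further: 0% = vehicle and 100% = reference activator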
MT1-MMP act inh: inhibitors of human MT1-MMP activation | P50281 | 0.061% of 360,000 active | HT1080 RFP-PRO-GFP cells, GFP/RFP ratio fluorescence, overnight; percent of plate control window, DMSO zero | GFP/RFP ratio change, % at 20 µM;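 active means GFP/RFP ratio change of at least 30% with cell ATP level not reduced by more than half and red fluorescence within 50% of control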; further: strong numbers were not always called active
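Assay system: RFP-PRO-GFP reporter HT1080 cells; read-out basis: GFP/RFP fluorescence ratio; benchmarks: DMSO wells and RFP-L50D-GFP cells; doses: 20 µM single dose, 1% DMSO; schedule: overnight cell settling, then overnight compound exposure, 37 °C, 5% CO2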
E coli Lon inh: inhibits E. coli Lon protease | 0.42% of 360,000 active | AID 602123 | P0A9M0 | purified E. coli Lon protease, fluorescence polarization | inhibition, % at 7.94 µM; in the data active means inhibition above about 13%, passing the limit was not always enough;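 further: 0% = enzyme with probe and DMSO and 100% = no enzyme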
PABP1 MLLE inh: blocks PAM2 peptide binding to the PABP1 MLLE domain; 0.36% of 360,000 active; GST-MLLE / FITC-PAM2 fluorescence polarization; P11940; inhibition, % at 20 µM; in the data active means inhibition above about 35%, passing the limit was not always enough;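 further: plate controls were DMSO wells with GST-MLLE for no effect and wells lacking GST-MLLE protein for full effect; some results filed as inactive read as strong as hits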
* hit, by the source's call; i = inactive; . = no result given; + = active, no number. Random draw from the library; about 3.7% have a hit in one of these screens.

No.	structure	FAS TE block	CSN inh	Rpn11 inh	Rin1-Abl PPI inh	MsrA inh
1	Cc1ccccc1-n1ncc(C(C)NS(=O)(=O)c2ccccc2Cl)c1C (stereo not given)	-2	1	i	1	0.6
2	Cc1ccc(S(=O)(=O)Nc2ccc3c(c2)C(=O)NC3=O)cc1[N+](=O)[O-]	1	-3	i	-5	1.2
3	CN1/C(=C/c2cc[n+](C)c3ccccc23)C=Cc2ccccc21	3	-2	i	-21	.
4	CC(CNC(=O)c1ccccc1Cl)NC(=O)c1ccccc1Cl (stereo not given)	-6	0	i	-1	0.3
5	CCOC(=O)N1CCN(C(=O)c2ccccc2N(Cc2ccccc2)S(=O)(=O)c2ccccc2)CC1	6	-1	i	0	0.5
6	COCCNC(=O)c1ccc(C2SCC(=O)N2CCc2ccccc2)cc1 (stereo not given)	-7	-4	i	-2	-1.6
7	COc1cc(NC(=O)c2ccc(NS(=O)(=O)c3c(C)noc3C)cc2)cc(OC)c1	-2	-2	i	0	1.0
8	Cc1ccc(OC(=O)NC2CCS(=O)(=O)C2)cc1C (stereo not given)	-8	1	i	0	-0.7
9	CN(CCCNC(=O)CSc1cc(=O)n(C)c2ccc(Cl)cc12)Cc1ccccc1	-2	-1	i	-21	0.8
10	COc1cc(/C=N/NC(=O)c2cccc(NC(=O)c3ccccc3Cl)c2)ccc1O	-5	1	i	-2	1.3
11	Cc1ccn2c(C(=O)N/N=C\c3ccc4c(c3)OCO4)c(C)nc2c1	-7	-5	i	-3	7.3*
12	COc1ccc(NC(=O)C(C)N(c2ccc(C)cc2)S(C)(=O)=O)c(OC)c1 (stereo not given)	1	2	i	1	-0.6

No.	MsrA act	MT1-MMP act inh	E coli Lon inh	PABP1 MLLE inh
1	-2	-2	-16	8
2	-3	-4	6	12
3	0	64*	-2	-128
4	-5	2	9	-10
5	-1	0	0	-5
6	-3	-2	3	17
7	-7	0	-10	9
8	-2	3	-2	-5
9	3	0	-3	0
10	-3	0	-4	6
11	-10	1	-8	-13
12	-2	3	-9	-8

(continued)
No.	structure	FAS TE block	CSN inh	Rpn11 inh	Rin1-Abl PPI inh	MsrA inh
13	CCOc1ccccc1NC(=O)Cn1nnc(-c2ccc(OCC)c(OCC)c2)n1	-12	0	i	3	0.1
14	CC(C)Nc1nnc(SCC(=O)Nc2ccc(F)cc2)s1	-4	3	i	1	-0.7
15	CCSc1nc2ccccc2c(=O)n1-c1c(C)n(C)n(-c2ccccc2)c1=O	-12	0	i	-1	-0.5
16	CCOC(=O)C1CCN(C(=O)c2ccc(NS(=O)(=O)c3ccc(F)cc3C)cc2)CC1	3	0	i	1	0.1
17	CC(=O)Nc1ccc(NC(=O)Nc2cc(C)cc(C)c2)cc1	-7	2	i	2	1.6
18	O=C(CSc1nnc(Cn2c(=O)sc3ccccc32)n1-c1ccccc1)Nc1nccs1	0	-3	i	9.6*	-0.1
19	COc1cccc(N2CCN(S(=O)(=O)c3ccc4ccccc4c3)CC2)c1	31	2	i	3	1.1
20	O=C(c1cccs1)N1N=C(c2ccc(O)cc2)CC1c1ccccc1 (stereo not given)	6	-2	i	0	1.4
21	O=C(C1CC12CCCC2)N1CCC(CO)(Cc2ccccc2Cl)CC1 (stereo not given)	2	9	i	4	0.1
22	COc1ccc(C2N(C(C)=O)CCN2S(=O)(=O)c2ccc(C)cc2)cc1 (stereo not given)	0	3	i	-4	-0.5
23	O=C1CCCc2c1cc(C(=O)NCCCN1CCOCC1)c(=O)n2-c1ccc(Cl)cc1	-8	1	i	-2	3.2
24	NCCCC[C@@H]1NC(=O)[C@H](CCC(=O)O)NC(=O)c2cc([N+](=O)[O-])cc(I)c2NCC[C@@H](C(N)=O)NC1=O	-1	-2	i	0	.

No.	MsrA act	MT1-MMP act inh	E coli Lon inh	PABP1 MLLE inh
13	-7	9	-2	-7
14	-2	5	-10	25
15	-11	1	-8	0
16	-2	1	10	-9
17	-3	-1	-6	7
18	-3	3	-4	-4
19	-11	19	3	-9
20	-4	3	4	5
21	-2	-7	13	-2
22	2	0	-7	-7
23	-4	1	2	-5
24	-4	2	-10	-50

Part of the list above in order of length of the SMILES, high to low:
No.	structure	FAS TE block	CSN inh	Rpn11 inh	Rin1-Abl PPI inh	MsrA inh
24	NCCCC[C@@H]1NC(=O)[C@H](CCC(=O)O)NC(=O)c2cc([N+](=O)[O-])cc(I)c2NCC[C@@H](C(N)=O)NC1=O	-1	-2	i	0	.
23	O=C1CCCc2c1cc(C(=O)NCCCN1CCOCC1)c(=O)n2-c1ccc(Cl)cc1	-8	1	i	-2	3.2
18	O=C(CSc1nnc(Cn2c(=O)sc3ccccc32)n1-c1ccccc1)Nc1nccs1	0	-3	i	9.6*	-0.1
15	CCSc1nc2ccccc2c(=O)n1-c1c(C)n(C)n(-c2ccccc2)c1=O	-12	0	i	-1	-0.5
22	COc1ccc(C2N(C(C)=O)CCN2S(=O)(=O)c2ccc(C)cc2)cc1 (stereo not given)	0	3	i	-4	-0.5
19	COc1cccc(N2CCN(S(=O)(=O)c3ccc4ccccc4c3)CC2)c1	31	2	i	3	1.1
21	O=C(C1CC12CCCC2)N1CCC(CO)(Cc2ccccc2Cl)CC1 (stereo not given)	2	9	i	4	0.1
17	CC(=O)Nc1ccc(NC(=O)Nc2cc(C)cc(C)c2)cc1	-7	2	i	2	1.6
14	CC(C)Nc1nnc(SCC(=O)Nc2ccc(F)cc2)s1	-4	3	i	1	-0.7

No.	MsrA act	MT1-MMP act inh	E coli Lon inh	PABP1 MLLE inh
24	-4	2	-10	-50
23	-4	1	2	-5
18	-3	3	-4	-4
15	-11	1	-8	0
22	2	0	-7	-7
19	-11	19	3	-9
21	-2	-7	13	-2
17	-3	-1	-6	7
14	-2	5	-10	25

(cont.)
No.	structure	FAS TE block	CSN inh	Rpn11 inh	Rin1-Abl PPI inh	MsrA inh
25	COc1ccc(NC(=O)CSc2nnc3ccc(-c4ccccn4)nn23)cc1OC	-4	1	i	0	-0.4
26	NC1=NC[C@H](Cc2ccccc2)N1CC1CCCCC1	-18	-3	i	3	-1.3
27	O=C(CCc1ccc(S(=O)(=O)NCc2ccccc2)cc1)NCc1cccnc1	-8	0	i	4	0.1
28	Clc1ccc(SCCCCn2ccnc2)cc1	-12	3	i	1	0.8
29	Cc1ccc(S(=O)(=O)NCc2c(Cl)cccc2Oc2ccccc2)cc1	25	3	i	-4	.
30	O=C(Cn1nnc(-c2ccccc2-n2cnnn2)n1)c1ccccc1	2	73	i	3	-0.8
31	Cc1nc2ccccc2c2oc(C(=O)N3CCN(C(=O)c4ccco4)CC3)cc12	-6	0	i	4	-0.6
32	Cc1nn2c(-c3ccccc3)c(-c3ccccc3)nc2[nH]c1=O	-4	7	i	0	0.7
33	Cc1cccc(OC(=O)c2ccc3nccnc3c2)c1	5	4	i	3	1.0
34	CN1C=CC=C/C1=C1\SC(=S)N(c2ccccc2)C1=O	-6	3	i	-4	0.8
35	CCCCSCCCNC(=O)c1cn(CC)c2ccc(S(=O)(=O)N3CCOCC3)cc2c1=O	12	7	i	3	1.8
36	CCNc1nc(NCC)nc(N/N=C/c2cc(OC)c(OC)c(OC)c2)n1	-1	0	i	-3	1.5

No.	MsrA act	MT1-MMP act inh	E coli Lon inh	PABP1 MLLE inh
25	0	3	-12	3
26	-5	-2	-20	3
27	-2	1	6	-2
28	-2	4	-12	-3
29	-6	-1	4	11
30	1	1	-7	2
31	-6	-11	-1	3
32	-9	-5	-2	-2
33	-2	2	-7	-1
34	-9	0	1	23
35	-5	0	-10	5
36	0	5	15	-11

Additional structures follow:
No.	structure	FAS TE block	CSN inh	Rpn11 inh	Rin1-Abl PPI inh	MsrA inh
37	O=C(COC(=O)c1ccc(Cl)c(Cl)c1)Nc1cccnc1Cl	9	-4	i	-1	3.4
38	COc1ccc(/C=C2\SC(=S)N(CCCC(=O)Nc3ccccc3C(=O)O)C2=O)cc1OC	-4	8	+	0	-1.4
39	COc1ccc(OCC(=O)NNC(=O)c2cccc(C)c2)cc1	-3	13	i	-2	0.6
40	CCN(CC(=O)Nc1cc(Cl)ccc1C)C(=O)Cc1sc(C)nc1-c1ccc(F)cc1	9	1	i	-4	1.8
41	O=[N+]([O-])c1ccc(Cl)c(S(=O)(=O)n2ccnc2)c1	-7	1	i	0	-1.2
42	Cc1ccc(SCC(=O)NCC2CCCO2)cc1 (stereo not given)	-7	0	i	0	1.6
43	Cc1ccnc(NS(=O)(=O)c2ccc(NC(=O)C(C)(C)C)cc2)n1	-7	1	i	-1	-1.4
44	O=C(c1cn(-c2ccccc2)nc1-c1ccccc1)N1CCN(c2ccccn2)CC1	7	5	i	6	-0.9
45	COCCN(CCOC)S(=O)(=O)c1ccc(C(=O)Nc2ccncc2)cc1	-6	-1	i	2	0.8
46	CN(Cc1ccccc1)C(=O)COC(=O)Cc1ccc(Cl)cc1	5	-7	i	3	-0.3
47	Cc1cccnc1C(NC(=O)C1CCN(Cc2ccc(Cl)cc2)CC1)c1ccccc1 (stereo not given)	-1	3	i	1	0.3
48	COc1ccc(OC)c(S(=O)(=O)N2CCC(C(=O)N3CCOCC3)CC2)c1	-5	-1	i	1	-0.4

No.	MsrA act	MT1-MMP act inh	E coli Lon inh	PABP1 MLLE inh
37	-1	4	17	0
38	-3	-15	-36	-68
39	-3	1	-2	8
40	-1	-1	-10	-5
41	-9	7	8	2
42	-5	-2	1	7
43	-4	-1	-8	-2
44	-7	-2	-3	-13
45	-1	4	1	-3
46	1	-1	-15	-1
47	-3	-5	-3	7
48	-1	0	1	-12

Continuation.
No.	structure	FAS TE block	CSN inh	Rpn11 inh	Rin1-Abl PPI inh	MsrA inh
49	CCC(C(=O)NCCCN(CC)Cc1ccccc1)n1nc(C)c2sc3ccccc3c2c1=O (stereo not given)	-2	0	i	1	0.6
50	O=C(CN1C(=O)C2CCCCC2C1=O)Nc1nc2ccc(F)cc2s1 (stereo not given)	0	4	i	4	-0.5
51	Cc1ccc2cc(C#N)c(SCC(=O)N3CCCc4ccccc43)nc2c1	14	4	i	-1	-0.6
52	Cc1occc1-c1nnc(SCC(=O)Nc2ccc(F)cc2)n1C	-6	2	i	2	-1.1
53	COC(=O)C(Cc1cnc(Cl)s1)(C(=O)OC)c1ccc([N+](=O)[O-])cc1	8	4	i	1	-0.9
54	O=C(C[C@@H]1C/C=C/CCCC(=O)O[C@H](c2ccccc2)CNC1=O)N[C@H](CO)Cc1ccccc1	-8	-1	i	2	0.8
55	CCOc1ccccc1CN1CCN(Cc2csc(C(C)=O)c2)CC1CCO (stereo not given)	-3	-10	i	1	1.1
56	C[C@@H]1CN([C@H](C)CO)C(=O)c2cc(NC(=O)Nc3ccc(F)cc3)ccc2O[C@@H](C)CCCCO[C@H]1CN(C)S(=O)(=O)c1ccc(Cl)cc1	69*	-1	i	3	0.0
57	CNC(=O)CSc1nnnn1-c1ccc2c(c1)OCCO2	0	-4	i	-1	-1.0

No.	MsrA act	MT1-MMP act inh	E coli Lon inh	PABP1 MLLE inh
49	-4	3	-2	4
50	-6	-3	3	-19
51	-4	-2	-8	3
52	-7	-1	0	-15
53	-4	-4	-1	-11
54	-2	-3	-1	19
55	-1	0	-7	-3
56	-2	1	7	6
57	0	7	-10	-28
